Screening data deposited in PubChem by several laboratories.
LYP inhibition: PTPN22 lymphoid phosphatase activity blockers – biochemical, fluorescence intensity, uHTS (AID 1779); recombinant LYP phosphatase, fluorescence intensity; higher % means a stronger effect; inhibition, % at 11.5 µM; hits with a dose series show IC50 in µM; 290,000 tested, 0.054% active; in the data active = inhibition above about 50%;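 note: plate controls were vehicle with enzyme for no effect and no enzyme for full effect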
NTR1 ag: agonists of NTR1, primary screen, imaging, U2OS cells, beta-arrestin-GFP, high content (AID 493036) | 330,000 tested, 0.17% active | activation, % at 20 µM | NTR1-U2OS beta-arrestin-GFP spot imaging, agonist mode;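 active = activation at or above 40% of the spot to cytoplasm intensity ratio, with at least 20 cells analyzed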;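 note: 0% = DMSO without peptide and 100% = 100 nM NTR1 peptide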
Target sequence (P30989 whole entry, looked up): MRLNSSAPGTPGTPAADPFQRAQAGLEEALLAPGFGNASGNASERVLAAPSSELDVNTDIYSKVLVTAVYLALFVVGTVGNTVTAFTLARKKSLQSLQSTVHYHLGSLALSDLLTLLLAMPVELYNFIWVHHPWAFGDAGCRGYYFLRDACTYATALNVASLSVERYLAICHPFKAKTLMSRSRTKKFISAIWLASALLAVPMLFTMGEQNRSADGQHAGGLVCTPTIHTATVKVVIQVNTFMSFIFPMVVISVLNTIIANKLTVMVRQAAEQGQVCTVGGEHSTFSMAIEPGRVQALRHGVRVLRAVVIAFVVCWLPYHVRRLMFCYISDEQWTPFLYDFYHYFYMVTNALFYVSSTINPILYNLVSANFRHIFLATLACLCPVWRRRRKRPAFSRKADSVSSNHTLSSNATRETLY
Rac1 GTP hydrolysis: MgcRacGAP GTPase-activating activity inhibitors, confirmation, biochemical, ADP Hunter fluorescence. AID 624330. MgcRacGAP-stimulated Rac1 GTP hydrolysis, ADP Hunter fluorescence; higher % means a stronger effect; GST-tagged Rac1 F28L mutant substrate. inhibition, % at 30 µM, or IC50 in µM where a hit was titrated. 340,000 tested, 0.6% active;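 active = first-screen hits whose inhibition reached a set limit at any dose in the follow-up dose series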;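 note: fluorescence reports GDP produced by GAP-driven GTP hydrolysis; strong numbers were not always called active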
Salmonella PhoP GFP: inhibitors of PhoP regulon expression, primary screen, Salmonella Typhimurium, GFP reporter (AID 1863). S. Typhimurium PhoP-regulated promoter GFP reporter, 4 h; higher % means a stronger effect. inhibition, % at 50 µM; hits with a dose series show IC50 in µM. 300,000 tested, 0.16% active;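 active = inhibition over 29.93%, a cutoff 3 SD above the screen mean, later confirmed by dose response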;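 note: 0% = low Mg2+ inducing control and 100% = high Mg2+ repressing control; strong numbers were not always called active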
GPR55 LPI antagonism: GPR55 antagonists blocking LPI-driven arrestin recruitment, primary screen, imaging, U2OS, beta-arrestin-GFP, LPI agonist (AID 2013); U2OS GPR55 beta-arrestin-GFP translocation imaging, LPI antagonism; higher % means a stronger effect; one-dose inhibition, % at 10 µM; IC50 in µM for titrated hits; 290,000 tested, 0.13% active;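 active = spots per cell inhibited over 60%, with over 100 cells counted and total cytoplasm intensity under 500,000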;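 note: U2OS cells stably carrying GPR55 and arrestin-GFP stimulated by 5 µM LPI near EC80; imaged beta-arrestin-GFP aggregate spots per cell after agonist stimulation; plate controls were LPI-stimulated DMSO wells for no effect and DMSO wells without LPI for full effect; some results filed as inactive read as strong as hits; confirmed hits need IC50 under 10 µM and bright autofluorescent wells are also inconclusive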
Myeloid diff MLP: promotes myeloid progenitor differentiation; ER-HoxA9 myeloid progenitors, lysozyme-GFP differentiation, flow cytometry; calls only at 10 µM; 360,000 tested, 1% active; AID 624256;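 active = normalized GFP-positive differentiation at or above the plate's own cutoff, the solvent-only control mean plus 3 SD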;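 note: cells exposed to compound for four days before flow analysis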
GPR35 antagonists: GPR35 antagonists blocking zaprinast-driven arrestin recruitment, primary screen, imaging, U2OS, beta-arrestin-GFP, zaprinast agonist (AID 2058); inhibition, % at 10 µM, or IC50 in µM where a hit was titrated; 290,000 tested, 0.052% active; U2OS GPR35 beta-arrestin-GFP translocation imaging, zaprinast antagonism; higher % means a stronger effect;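 active = inhibition of at least 50% with at least 30 cells and total cytoplasm GFP at most 10,000,000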
HIV peptide binding: cell-free HIV fusion peptide-binding blockers – biochemical, uHTS, fluorescence dequenching, primary screen (AID 1986); inhibition, % at 20 µM, or IC50 in µM where a hit was titrated; cell-free peptide binding, fluorescence dequenching, 30 min; higher % means a stronger effect; 290,000 tested, 0.3% active; in the data active = inhibition mostly above about 52%, no sharp cut-off; inactive = mostly below about 76%; note: some results filed as inactive read as strong as hits
SIAH1 antagonists: Siah-1 peptide-binding antagonists, primary screen, biochemical, fluorescence polarization, rhodamine-plectin, uHTS (AID 1817). Siah-1 / rhodamine-plectin peptide fluorescence polarization; higher % means a stronger effect. displacement, % at 20 µM; hits with a dose series show IC50 in µM. 290,000 tested, 0.02% active;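 active = displacement of at least 50% at 20 µM, with a fluorescence ratio check between 0.3 and a set limit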;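 note: plate controls were Siah plus tracer with DMSO for no effect and tracer alone without Siah for full effect; strong numbers were not always called active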
NTR1 ag cell count 20 µM: also measured in NTR1 ag; calls as there; cell count; measured here: cell count, cytotoxicity flag
Myeloid diff MLP GFP+ MAC1+ %: recorded beside Myeloid diff MLP, whose call it bears; GFP+ MAC1+ double positive, %; measured here: differentiation confirmed by MAC1 staining
The depositor's hits bear a star; i = inactive; · = not tested or not shown; + = active, no number.

SMILES	LYP inhibition	NTR1 ag	NTR1 ag cell count 20 µM	Rac1 GTP hydrolysis	Salmonella PhoP GFP	GPR55 LPI antagonism	Myeloid diff MLP	Myeloid diff MLP GFP+ MAC1+ %	GPR35 antagonists	HIV peptide binding	SIAH1 antagonists
COc1ccc(/C=N/NC(=O)Cn2cnc3ccccc3c2=O)cc1OC	-1%	0.7	63	5%	7%	5%	i	1.4	10%	-0.8%	1%
Cc1ccc(C(CNC(=O)c2ccc(Br)o2)N2CCN(C)CC2)cc1 (configuration not stated)	·	-0.5	56	2%	-5%	·	i	0.4	·	·	·
OC(CNC1CCCC1)COc1ccc(F)cc1 (configuration not stated)	-7%	1.0	63	9%	6%	9%	i	0.4	14%	1.3%	4%
CCOC(=O)C1CCCN(S(=O)(=O)c2ccc3c(c2)N(C(C)=O)CCO3)C1 (configuration not stated)	-8%	-1.0	45	-20%	-10%	6%	i	4.1	1%	-1.5%	4%
C=C(C)Cn1c(CCCNC(=O)CC)nc2ccccc21	-5%	1.2	48	1%	0%	-5%	i	2.2	17%	-2.9%	-8%
Cc1n[nH]c(C)c1N1C(=O)c2cccc3c(N4CCCCCC4)ccc(c23)C1=O	7%	-4.8	77	13%	-265%	30%	+	19*	42%	2.6%	14%
O=C(c1ccco1)N1CCN(C(=O)C2CCN(S(=O)(=O)c3cnc[nH]3)CC2)CC1	-8%	-0.7	87	8%	26%	-4%	i	0.2	-2%	0.0%	-7%
CCOC(=O)c1ccccc1NC(=O)CSc1nc2ccccc2c(=O)[nH]1	4%	3.2	60	2%	-1%	4%	i	0.6	-3%	-0.7%	2%
C=CCN1C(=O)C(C(C)CC)NC1=S (configuration not stated)	-6%	0.7	89	-3%	8%	-6%	i	1.0	1%	0.6%	-2%
CCCCNC(=O)CSc1nc2ccc(C)cc2[nH]1	-2%	-0.3	35	13%	2%	8%	i	0.5	10%	1.8%	19%
O=C(c1ccc2ncsc2c1)N1CCCCC1	-6%	-0.1	59	6%	1%	-9%	i	1.0	12%	-0.9%	-3%
Cc1c(-c2cc(C(=O)O)on2)cnn1C	-1%	-2.2	82	11%	5%	9%	i	0.1	12%	-2.6%	-3%
COc1ccc(Cl)cc1NC(=O)C1CCCN(c2ncnc3c2nc2n3CCCCC2)C1 (configuration not stated)	0%	3.9	66	9%	-5%	3%	i	4.5	-9%	-0.7%	4%
O=C(O)COCC(=O)NC1CCN(Cc2ccccc2)CC1	-9%	3.8	60	·	-1%	0%	i	0.8	19%	-1.1%	-8%
CCOc1ccc(C(NC(=O)CC)c2c(O)ccc3ccccc23)cc1 (configuration not stated)	-1%	1.2	72	14%	-3%	-18%	i	0.7	12%	-0.7%	0%
COCCn1nnnc1C(CC(C)C)N1CCN(C(=O)c2ccco2)CC1 (configuration not stated)	-7%	·	·	1%	8%	-2%	i	0.7	13%	0.7%	1%
COc1ccc(CCNC(=O)C(=O)c2c[nH]c3ccccc23)cc1OC	-7%	3.1	49	5%	-2%	-4%	i	0.7	-1%	-0.2%	-3%
c1csc(-c2ccc(N3CCOCC3)nn2)c1	-3%	-1.0	97	13%	·	16%	i	0.7	0%	-1.5%	4%
O=C(CSc1nnc(SCc2ccc(Cl)cc2)s1)N/N=C/c1ccc(C(=O)O)cc1	3%	0.1	61	11%	-1%	-15%	i	0.4	47%	21%	-2%
Cc1cccc(COCC(Cc2ccccc2)N2CCN(C(=O)c3cccc(C)c3)CCC2=O)c1 (configuration not stated)	3%	7.8	46	8%	3%	6%	i	2.0	-14%	0.6%	8%

Single records, as listed above. Order of values: LYP inhibition	NTR1 ag	NTR1 ag cell count 20 µM	Rac1 GTP hydrolysis	Salmonella PhoP GFP	GPR55 LPI antagonism	Myeloid diff MLP	Myeloid diff MLP GFP+ MAC1+ %	GPR35 antagonists	HIV peptide binding	SIAH1 antagonists
Cc1n[nH]c(C)c1N1C(=O)c2cccc3c(N4CCCCCC4)ccc(c23)C1=O is listed as 7%	-4.8	77	13%	-265%	30%	+	19*	42%	2.6%	14%
O=C(O)COCC(=O)NC1CCN(Cc2ccccc2)CC1 is listed as -9%	3.8	60	·	-1%	0%	i	0.8	19%	-1.1%	-8%

The results go on.
SMILES	LYP inhibition	NTR1 ag	NTR1 ag cell count 20 µM	Rac1 GTP hydrolysis	Salmonella PhoP GFP	GPR55 LPI antagonism	Myeloid diff MLP	Myeloid diff MLP GFP+ MAC1+ %	GPR35 antagonists	HIV peptide binding	SIAH1 antagonists
CCOC(=O)c1sc(NC(=O)c2ccc(Br)o2)cc1C	-2%	4.4	47	10%	-12%	0%	i	0.3	15%	-3.3%	1%
CCOC(=O)Cc1cc(=O)n2[nH]c(C)cc2n1	-14%	2.5	70	1%	-3%	63%	i	0.3	0%	3.0%	1%
COc1ccc(/C(N)=N/O)cc1O	1%	1.0	57	11%	-9%	10%	i	0.5	12%	0.0%	-1%
CCOC(=O)C(=N/O)/C(C)=N/NC(=O)C(=O)Nc1cc(Cl)ccc1Cl	-3%	0.2	50	1%	-11%	12%	i	0.4	0%	-0.7%	9%
COc1ccc(-c2noc(CSc3nnc(CCc4ccccc4)n3-c3ccccc3)n2)cc1OC	3%	5.0	49	1%	-1%	31%	i	9.1	10%	-4.4%	0%
Cc1cc(C)cc(OCC(O)CN2CC(C)OC(C)C2)c1 (configuration not stated)	-10%	0.4	82	10%	2%	1%	i	0.8	-11%	-0.6%	11%
CCOc1cccc(C2C(C(=O)c3ccc(C)o3)=C(O)C(=O)N2Cc2ccccc2)c1 (configuration not stated)	4%	-1.7	56	5%	·	-8%	i	0.5	-10%	6.2%	6%
Cc1cc(-c2ccc(Cl)cc2)n2nc(N)nc2n1	2%	0.1	44	9%	19%	4%	i	0.7	7%	-3.0%	0%
COc1ccc2c(C)cc(N3CCN(Cc4ccccc4)CC3)nc2c1	-4%	0.2	96	·	11%	14%	i	0.4	4%	-0.5%	-3%
Cc1ccc(/C(N)=N/OC(=O)N2CCOCC2)cc1	-7%	0.7	53	-1%	-25%	10%	i	1.1	5%	-1.8%	3%
CCC12CN3CC(CC)(CN(C1)C3c1ccccc1Cl)C2O (configuration not stated)	-9%	-3.1	82	10%	15%	6%	i	0.5	12%	-0.6%	2%
CCCCN1C(=O)C(=O)N(CC(=O)Nc2sc(CC)cc2C(=O)OCC)C1=O	·	2.3	60	16%	-4%	·	i	1.2	·	·	·
Cc1ccc(SCC2(O)CCN(S(=O)(=O)c3ccc(Cl)cc3)CC2)cc1	2%	3.1	75	5%	11%	-3%	i	1.7	-8%	-0.8%	4%
CCOC(=O)Cc1csc2nc3sc(C)c(C)c3c(=O)n12	-4%	-0.6	85	7%	-7%	6%	i	1.2	-5%	-1.3%	2%
Cc1cc(C)c(NC(=O)CSc2nc(COc3ccccc3)nc3ccccc23)c(C)c1	-2%	3.8	39	3%	-11%	-15%	i	1.7	-1%	15%	-3%
CCOc1ccc(/C=N/Nc2cc(=O)n(C)c(=O)n2C)cc1	-8%	3.1	75	4%	10%	13%	i	0.3	·	-0.7%	10%
COCCN1C(=O)C(CC(=O)Nc2ccccc2)SC1=Nc1ccc(OC)cc1 (configuration not stated)	0%	0.0	65	7%	-3%	-4%	i	2.4	-1%	-2.9%	-2%
COC(=O)/C=C1\OC(c2ccccc2)=CC1=O	2%	1.7	79	·	15%	21%	·	·	-13%	7.9%	21%
Cc1ccc(NC(=O)c2cc(NC(=O)c3ccccc3C(=O)O)ccc2N2CCCCC2)cc1	3%	18	34	14%	2%	1%	i	0.3	6%	0.2%	-6%
CSc1nc(C=Nc2ccccc2Cl)c(O)n1Cc1cccc(Cl)c1	-6%	5.3	33	7%	-6%	7%	i	0.5	-2%	-0.6%	-11%
Cc1nn(C(=O)c2c(-c3ccccc3)noc2C)c(C)c1N=Nc1cc(C(F)(F)F)cc(C(F)(F)F)c1	5%	3.7	39	3%	2%	12%	i	0.8	8%	-0.9%	-2%
Cc1ccccc1/C=N/NC(=O)Cn1nnc(N)n1	-9%	1.7	65	8%	3%	3%	i	0.3	10%	-2.4%	3%
Nc1cc(=O)nc(SCC(=O)N2CCN(c3ccccc3)CC2)n1-c1ccc(F)cc1	-6%	0.6	57	4%	-4%	7%	i	0.5	7%	0.9%	2%
Cc1ccccc1CSc1nnc(-c2cccnc2)n1N	-8%	1.7	71	6%	7%	5%	i	1.0	2%	-1.7%	1%
CCCCN(C(=O)Cn1nnc2ccccc21)C(C(=O)NCc1ccco1)c1ccncc1 (configuration not stated)	4%	-0.3	62	-2%	-1%	11%	i	1.9	4%	2.8%	3%
COc1ccccc1Nc1nc2nonc2nc1N1CCCCC1C (configuration not stated)	-1%	0.6	85	9%	-9%	8%	i	0.7	1%	0.1%	8%
Cc1ccc(-c2nnc(-c3ccc4c(c3)OCO4)o2)cc1	-11%	1.7	81	17%	-2%	-13%	i	0.0	-8%	3.9%	26%
O=S(=O)(NCCCCCNS(=O)(=O)c1ccc(F)cc1)c1ccc(F)cc1	-7%	-1.2	46	4%	8%	-5%	i	0.3	9%	-0.8%	-2%
Oc1ccc(Cl)cc1-c1cc(-c2cccc(Br)c2)n[nH]1	2%	25	54	8%	0%	-2%	i	1.3	16%	-2.6%	-6%
C/C=C\C=C\C(=O)Nc1cccc(C2=NOC3(C2)C[C@H](C(N)=O)N(C(=O)c2ccccc2C(=O)c2ccccc2)C3)c1 (some centres not stated)	2%	-0.4	83	·	-3%	-6%	·	·	-3%	9.6%	-6%
CO/N=C/CC(=O)c1ccc(OC)cc1	-12%	-1.3	83	13%	-7%	20%	i	0.8	6%	-1.0%	-7%
CCCc1cc(=O)n2[nH]c(C(F)(F)F)nc2n1	-6%	-1.6	27	5%	0%	9%	i	0.5	4%	0.6%	6%
O=C(CCS(=O)(=O)c1ccc(Cl)cc1)Nc1ccc(F)cc1	-8%	-1.3	81	-4%	11%	3%	·	·	12%	0.4%	-2%
O=C(Nc1ccnn1C1CCN(Cc2cccc(O)c2)CC1)C1CCCC1	-4%	-0.9	68	13%	-2%	4%	i	14	0%	1.2%	-6%
CC(SC1=NCCS1)C(=O)Nc1nnc(-c2ccc(Cl)cc2)s1 (configuration not stated)	6%	10	90	0%	-12%	18%	i	2.6	2%	3.3%	5%
CS(=O)(=O)N(CC(=O)N1CCOCC1)c1cc(C(F)(F)F)ccc1Cl	-9%	0.6	59	7%	10%	4%	i	0.3	-12%	0.3%	13%
CN(Cc1ccco1)C(=O)C1CCC(=O)N1Cc1ccc(F)cc1 (configuration not stated)	-9%	-0.9	39	11%	-3%	21%	i	1.1	-2%	-1.2%	5%
